# mHTT CaM bind: inhibitors of human mutant huntingtin-calmodulin interaction | P42858 | AlphaScreen His-mHTT/GST-CaM binding, luminescence | AID 1671202 | 190,000 tested, 3.6% active | inhibition, % at 15 µM;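 also: 0% = both proteins with DMSO and 100% = one protein alone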
# Target sequence (P42858 whole entry, looked up, stated change not applied): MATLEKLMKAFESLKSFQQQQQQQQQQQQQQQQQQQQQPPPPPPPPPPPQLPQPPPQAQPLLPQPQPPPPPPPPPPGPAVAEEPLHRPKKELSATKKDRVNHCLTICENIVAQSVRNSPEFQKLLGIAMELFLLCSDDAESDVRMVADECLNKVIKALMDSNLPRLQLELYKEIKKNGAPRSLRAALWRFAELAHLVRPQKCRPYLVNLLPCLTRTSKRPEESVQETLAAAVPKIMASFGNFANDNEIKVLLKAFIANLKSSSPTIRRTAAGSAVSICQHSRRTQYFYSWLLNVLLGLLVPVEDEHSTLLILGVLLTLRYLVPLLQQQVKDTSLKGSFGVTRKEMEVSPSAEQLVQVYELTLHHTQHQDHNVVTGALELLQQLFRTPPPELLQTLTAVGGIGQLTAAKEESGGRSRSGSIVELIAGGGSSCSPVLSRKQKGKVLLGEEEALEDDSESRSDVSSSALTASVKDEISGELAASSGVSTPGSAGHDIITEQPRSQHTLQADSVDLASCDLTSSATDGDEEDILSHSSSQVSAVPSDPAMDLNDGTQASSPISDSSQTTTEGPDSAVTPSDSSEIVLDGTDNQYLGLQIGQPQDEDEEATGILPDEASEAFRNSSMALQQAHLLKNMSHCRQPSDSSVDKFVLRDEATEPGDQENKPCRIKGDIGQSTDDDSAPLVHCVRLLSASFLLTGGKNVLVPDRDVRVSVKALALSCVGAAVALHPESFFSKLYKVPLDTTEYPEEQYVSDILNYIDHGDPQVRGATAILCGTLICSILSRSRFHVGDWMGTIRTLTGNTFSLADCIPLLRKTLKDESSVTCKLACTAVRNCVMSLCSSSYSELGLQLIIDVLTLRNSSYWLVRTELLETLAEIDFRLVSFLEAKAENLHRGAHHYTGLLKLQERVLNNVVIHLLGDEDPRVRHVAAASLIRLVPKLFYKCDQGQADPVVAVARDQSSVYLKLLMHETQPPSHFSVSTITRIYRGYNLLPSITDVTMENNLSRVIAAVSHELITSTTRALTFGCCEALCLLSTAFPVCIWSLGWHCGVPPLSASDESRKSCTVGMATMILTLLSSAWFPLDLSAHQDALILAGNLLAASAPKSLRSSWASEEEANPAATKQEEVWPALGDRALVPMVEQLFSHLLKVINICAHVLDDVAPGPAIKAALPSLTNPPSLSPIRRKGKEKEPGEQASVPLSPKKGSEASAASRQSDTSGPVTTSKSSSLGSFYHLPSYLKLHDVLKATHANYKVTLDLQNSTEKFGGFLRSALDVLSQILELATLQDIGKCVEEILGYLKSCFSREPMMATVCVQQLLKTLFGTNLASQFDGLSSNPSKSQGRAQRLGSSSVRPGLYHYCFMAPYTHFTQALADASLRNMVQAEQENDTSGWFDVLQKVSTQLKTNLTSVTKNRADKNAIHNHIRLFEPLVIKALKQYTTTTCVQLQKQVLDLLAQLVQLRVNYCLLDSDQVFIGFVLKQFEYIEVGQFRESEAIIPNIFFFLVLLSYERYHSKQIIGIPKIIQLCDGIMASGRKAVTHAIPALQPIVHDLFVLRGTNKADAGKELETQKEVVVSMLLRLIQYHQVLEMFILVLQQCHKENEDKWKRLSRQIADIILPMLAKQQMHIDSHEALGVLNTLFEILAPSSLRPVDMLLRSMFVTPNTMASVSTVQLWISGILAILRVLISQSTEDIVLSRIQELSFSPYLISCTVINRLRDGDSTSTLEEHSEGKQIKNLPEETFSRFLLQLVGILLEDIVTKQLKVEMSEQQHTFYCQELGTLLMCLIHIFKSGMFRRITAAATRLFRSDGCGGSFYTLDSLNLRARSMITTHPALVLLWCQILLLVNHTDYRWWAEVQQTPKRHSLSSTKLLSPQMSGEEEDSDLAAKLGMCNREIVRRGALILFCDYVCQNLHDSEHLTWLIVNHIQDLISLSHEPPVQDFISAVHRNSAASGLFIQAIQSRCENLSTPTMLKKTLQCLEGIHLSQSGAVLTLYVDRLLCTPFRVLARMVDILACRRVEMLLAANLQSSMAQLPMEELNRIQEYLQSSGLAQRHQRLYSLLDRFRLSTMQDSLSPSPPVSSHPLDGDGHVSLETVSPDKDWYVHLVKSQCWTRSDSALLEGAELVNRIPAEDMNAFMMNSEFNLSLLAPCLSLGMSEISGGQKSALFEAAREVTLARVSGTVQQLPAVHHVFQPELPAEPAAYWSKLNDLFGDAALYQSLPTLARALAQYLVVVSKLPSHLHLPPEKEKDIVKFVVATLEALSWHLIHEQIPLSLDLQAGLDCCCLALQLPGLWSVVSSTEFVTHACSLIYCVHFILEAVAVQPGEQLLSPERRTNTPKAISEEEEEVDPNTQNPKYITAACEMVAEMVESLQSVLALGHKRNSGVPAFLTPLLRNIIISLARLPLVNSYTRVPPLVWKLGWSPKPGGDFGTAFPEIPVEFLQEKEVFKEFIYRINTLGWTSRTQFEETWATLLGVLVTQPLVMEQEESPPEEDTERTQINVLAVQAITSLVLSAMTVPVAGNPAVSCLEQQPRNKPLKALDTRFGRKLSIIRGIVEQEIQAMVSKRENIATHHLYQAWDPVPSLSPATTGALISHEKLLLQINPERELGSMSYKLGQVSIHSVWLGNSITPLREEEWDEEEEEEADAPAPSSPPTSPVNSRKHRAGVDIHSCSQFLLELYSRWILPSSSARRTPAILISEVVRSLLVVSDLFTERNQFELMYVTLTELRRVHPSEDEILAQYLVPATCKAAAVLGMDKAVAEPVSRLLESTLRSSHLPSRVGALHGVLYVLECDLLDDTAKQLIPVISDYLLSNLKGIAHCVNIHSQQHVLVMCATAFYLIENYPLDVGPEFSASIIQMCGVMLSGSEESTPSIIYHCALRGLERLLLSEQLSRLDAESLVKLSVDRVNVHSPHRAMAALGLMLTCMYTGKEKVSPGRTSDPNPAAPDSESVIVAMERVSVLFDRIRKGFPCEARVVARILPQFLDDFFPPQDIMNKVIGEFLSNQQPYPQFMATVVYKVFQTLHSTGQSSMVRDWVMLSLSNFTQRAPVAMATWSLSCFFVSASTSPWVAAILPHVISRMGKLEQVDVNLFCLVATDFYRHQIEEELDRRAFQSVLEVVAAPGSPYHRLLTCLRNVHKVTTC
# Pf apPOL inh: Pf-apPOL DNA polymerase inhibition | Recombinant Pf-apPOL, molecular beacon fluorescence, 1.5 h | inhibition, % at 10 µM | 210,000 tested, 0.25% active
# The depositor's hits bear a star; . = no result given; & = joins results of further samples. Rule as the data show it: active = inhibition above about 50%; inactive = the rest. An excerpt; count on the stated rates, not on these rows.
SMILES,mHTT CaM bind,Pf apPOL inh
N=C1S/C(=C\c2ccc(-c3cccc(C(=O)O)c3)o2)C(=O)N1c1ccc2c(c1)OCO2,3,-8
O=S1(=O)C=CCN1Cc1cn(Cc2cccc(Cl)c2)nn1,-6,-3
O=C1OC(c2ccc(Br)cc2)=N/C1=C/c1cccc([N+](=O)[O-])c1,4,-5
COc1cc(C(CC(=O)N2CCN(c3ccccc3)CC2)c2c(OC)cc(OC)c3ccc(=O)oc23)cc(OC)c1OC (centres undefined),71*,-3
Cc1[nH]nc2c1C(c1ccc(Cl)cc1)C1=C(CC(C)(C)CC1=O)N2 (centres undefined),4,-4
CCn1c(CSc2nc(-c3ccc(Cl)cc3)cn2-c2ccc(C)cc2)n[nH]c1=S,.,-1
Cc1cc(C)c(S(=O)(=O)N2CCC(CN3CCCC(C)C3)CC2)c(C)c1 (centres undefined),10,-1
O=C(C1CCCC1)N1CCCC2(CC(c3cccc(Cl)c3)=CO2)C1 (centres undefined),-3,-6
CCOc1ccc(N2CC(c3nnc(NC(=O)Cc4ccc(F)cc4)o3)CC2=O)cc1 (centres undefined),5,0
CC1=NN(c2cccc(C(=O)O)c2)C(=O)/C1=C/c1ccc(-c2ccc(Br)cc2)o1,61*,7

# A draw from above in order of SMILES length, smallest number first:
SMILES,mHTT CaM bind,Pf apPOL inh
O=C(C1CCCC1)N1CCCC2(CC(c3cccc(Cl)c3)=CO2)C1 (centres undefined),-3,-6
CC1=NN(c2cccc(C(=O)O)c2)C(=O)/C1=C/c1ccc(-c2ccc(Br)cc2)o1,61*,7
N=C1S/C(=C\c2ccc(-c3cccc(C(=O)O)c3)o2)C(=O)N1c1ccc2c(c1)OCO2,3,-8

# (further entries)
SMILES,mHTT CaM bind,Pf apPOL inh
c1csc(-c2nnc3n2-c2ccccc2SC3)c1,.,-2
O=C(CSc1nnnn1-c1ccc2ccccc2c1)NCc1ccccc1,-19,-6
CC(=O)N(C)CC(=O)N1N=C(c2ccc(C)c(C)c2)CC1c1ccccc1 (centres undefined),54*,-2
COC(=O)Nc1ccc(S(=O)(=O)C(F)F)cc1,-4,-7
O=C(Nc1nc2ccc(F)cc2s1)c1ccccc1Br,-20,0
Cn1nc(COc2ccccc2)c2c1CCN(C(=O)c1ccncc1)C2,1,7
Cc1ccc(C)c(S(=O)(=O)N2CC=C(c3cn(C)c4ncccc34)CC2)c1,-4,-3
Cc1ccc(C)c(S(=O)(=O)N2CCC(c3nc(C(=O)N4CCOCC4)c(C)o3)CC2)c1,8,-3
Cc1ccc(C(=O)N2CCCC(COc3cccc(C(=O)N4CCCC4)c3)C2)cc1 (centres undefined),0,-5
O=C(CCSCc1ccccc1Cl)NCc1ccc(F)cc1Cl,-31,-8
C=CCn1c(SCc2ccccc2)nc(O)c(CC)c1=O,-2,-7
C=CCNC(=O)N1CCC(c2nc(C)ccc2C(=O)NCC)CC1,-2,-2
CCN(CC)S(=O)(=O)c1ccc(C)c(C(=O)Nc2ccccc2)c1,-4,1
O=C(NCc1ccc(C(F)(F)F)cc1)C1CCCN(c2cnc3nccnc3c2)C1 (centres undefined),-7,-2
O=C(Nc1ccc([N+](=O)[O-])cc1Br)C1CC1(c1ccccc1)c1ccccc1 (centres undefined),5&1,0&-4
CCOC(=O)C1C(c2cccc(Cl)c2)C(C(=O)OCC)C(O)(C(F)(F)F)NC1(O)C(F)(F)F (centres undefined),.,-5
COc1cccc(OC)c1OCCOc1cc(Cl)ccc1Cl,-54,-7
O=C(NCc1cccc2ccccc12)N(Cc1ccccn1)Cc1ccco1,-1,-12
COC1CCCCC1NS(=O)(=O)c1ccccc1 (centres undefined),-2,-6
Cc1nnsc1C(=O)OCc1cc(-c2cccs2)on1,-6,0
COC(=O)Nc1ncc(CN2CCOCC2)s1,-6,.
COCC(C)(O)CNC(=O)C(=O)NCc1ccc(C)cc1 (centres undefined),-18,-7
CCCOc1ccc(S(=O)(=O)n2cccn2)cc1C,-56,-1
COc1ccc(/C=C2N=C(/C=C/c3ccccc3)OC\2=O)c(OC)c1OC,-1,-2
COc1ccc(C(O)=C2C(=O)C(=O)N(CCN3CCOCC3)C2c2cccs2)cc1C (centres undefined),10,-6
CCc1ccc(S(=O)(=O)N2CCSC2c2cc(Br)ccc2OC)cc1 (centres undefined),-13,2
Cc1cc2c(=O)n(CC(=O)Nc3cc(Cl)ccc3C)ccc2s1,-3,1
COc1ccc(-c2cc3nc4c(c(=O)n3[nH]2)CN(C(=O)c2ccccc2C)CC4)cc1,3,-1
CCc1ccc(-c2nc(-c3ccc4nnc(C)n4c3)no2)cc1,4,3
O=C(c1ccc2snnc2c1)N1CCSCC1,-3,-2
CCc1noc(C2CCCCN2C(=O)CCc2c[nH]c3ccccc23)n1 (centres undefined),14,1
O=C1CC(c2ccccc2)CC2=C1C(c1ccccc1F)Nc1ccccc1N2 (centres undefined),10,-4
CN1C=C(c2ccc3ccccc3n2)C(C[N+](=O)[O-])c2ccccc21 (centres undefined),19,12
Cc1ccccc1OCC(=O)N1CCC(Cc2nc3cccnc3n2C)C1 (centres undefined),8,2
O=C1c2ccccc2C(=O)C1c1cccc2c1CCCC2,5,0
CCCN1CCN(C(=O)c2cccc(C3CCCN(C(=O)NC(C)C)C3)c2)CC1 (centres undefined),2,2
CCCCc1ccc(NC(=O)CN2C(=O)NC3(CCCCC3)C2=O)cc1,8,-4
CC(C)CN(CC(C)C)Cn1c(=O)oc2ccccc21,3,0
Cc1ccc(-c2ncc(NC(=O)c3ccc(F)cc3)cn2)cc1,4,2
CCCCC(CC)c1nnc(N)s1 (centres undefined),-6,-4
Cc1cc(C)cc(NC(=O)N2CCCC2c2cc(C(C)C)on2)c1 (centres undefined),-4,-7
COc1ccc(NC(=O)Cn2nc(C(F)(F)F)c(Cl)c2C)cc1OC,7,-1
O=C(Nc1nnc(-c2ccc(Cl)s2)o1)c1ccc([N+](=O)[O-])s1,0,-8
Cc1noc(-c2nonc2N)n1,-3,.
CCCCN1C[C@H](C)[C@@H](CC(=O)Nc2ccc(OC)cc2)C1=O,13,-2
CC1CCc2onc(C(=O)N3CCCc4ccccc43)c2C1 (centres undefined),6,0
COc1ccccc1-c1nnc(NC(=O)c2ccc(S(=O)(=O)N(C)C)cc2)o1,1,-9
COc1ccc2oc(=O)c(-c3csc(Nc4cccc(F)c4)n3)cc2c1,3,4
C#CCSc1nc2sc3c(c2c(=O)[nH]1)CCCC3,1,-1
CCc1ccc(-n2c(SCC(=O)NC(C)CC)nc3n[nH]c(C)c3c2=N)cc1 (centres undefined),91*,-3
# New compounds follow.
SMILES,mHTT CaM bind,Pf apPOL inh
Cc1ccc(C)c(NC(=O)C(C)Sc2ccccc2)c1 (centres undefined),-2,-10
Cc1cc2ncn(C(=O)c3c(-c4ccccc4)noc3C)c2cc1C,10,-14
CCCn1ncc(N2CCC(C(=O)NCc3cc(F)cc(F)c3)CC2)cc1=O,2,0
CC(=O)N1CCc2cc(N3CC(C(=O)Nc4ccccc4Cl)CC3=O)ccc21 (centres undefined),4,-3
CCOc1ccc2nc(SCC(=O)N3CCN(c4ccccc4)CC3)sc2c1,1,5
O=C(CSCc1ccccc1)N1CCC(c2nnc(-c3ccco3)s2)CC1,-5,-6
CCC1CCC2(CC1)SCC(=O)N2c1ccccc1 (centres undefined),5,-5
O=C(On1c(-c2ccccc2)nc2ccccc2c1=O)c1ccco1,100*,-10
C=CCN1[C@@H](C)COc2cc(N3CCSCC3)ccc2S1(=O)=O,-9,0
Cc1nnc(-c2ccc3ccn(CC(=O)NC(C)(C)C)c3c2)o1,-10,1
Cc1ccc(C(=O)NC2CCCN(c3cc(N(C)C)ncn3)C2)cn1 (centres undefined),0,-3
OCCCc1nc2n(n1)C(c1ccccc1)C=C(c1ccc(F)cc1)N2 (centres undefined),-3,-17
O=C(Nc1ccc(Cl)cn1)C1(S(=O)(=O)c2ccc(Cl)cc2)CC1,-16,0
CCc1nnc(NS(=O)(=O)c2ccc(NC(=O)c3ccco3)cc2)s1,-9,-9
CC(C)(C)S(=O)(=O)c1ccc(NCCC2=CCCCC2)nn1,-4,-8
Cc1nc(C)c(Cc2cccc(F)c2)c(N2CCN(C(=O)C(C)C)CC2)n1,-1,2
Brc1ccc2[nH]c3nc4ccccc4nc3c2c1,-3&-2,1&-2
COc1cc(/C=C2\C(=O)NN(c3ccc(C)cc3)C2=O)cc([N+](=O)[O-])c1O,27,0
CC1NC2(CCN(C(=O)c3ccc(Cl)cc3)CC2)N(C2CC2)C1=O (centres undefined),-4,0
COc1ccccc1/C=C1\N=C(c2ccc(OC)c(OC)c2)N(c2cccc(F)c2)C1=O,-1,-4
Cc1ccc2c(c1)N(C(=O)Nc1ccc(C)c(F)c1)CCO2,-6,-4
Cc1ccc(CNC(=O)N2CCN(C3=CC4=NCC(C)N4C=N3)CC2)cc1 (centres undefined),-3,0
CC(C)CNC(=O)c1cc2cn(C3CCCC3)cc2s1,15,1
N#CC(C#N)=NNc1ccc2c(c1)OCCO2,.,1
CS(=O)(=O)N1CCc2ccc(C(=O)NCc3ccc(N4CCCCC4)cc3)cc21,0,-4
O=C(O)C1C2C=CC(C2)C1C(=O)NCc1ccccn1 (centres undefined),0,0
CCOc1ccc(CNS(=O)(=O)c2ccc3[nH]c4c(c3c2)CCCCC4)cc1,55*,-1
O=C(c1ccncc1)N1CCCCC1c1nc(-c2cnccn2)no1 (centres undefined),-4,-2
CCN(CC)C(=O)CC1Sc2ncccc2N(CC)C1=O (centres undefined),3,-1
O=C(COc1cccc([N+](=O)[O-])c1)Nc1nccs1,6,-3
Cc1ccc(Cn2c(=O)c3c(ncn3C)n(C)c2=O)cc1,-8,-21
COc1ccc(-c2nc3s/c(=C\C4=Cc5ccccc5OC4)c(=O)n3n2)cc1,-2,-12
O=C(c1c(F)cccc1F)N1CCN(c2nc(CN3CCCCC3)cs2)CC1,9,0
CN1CCC(NC(=O)C2CCc3sc(C(=O)N4CCOCC4)cc3C2)CC1 (centres undefined),-3,0
COc1nc(Nc2cc(Cl)ccc2OC)nc(OC)n1,-3,2
O=C1CSC(c2cccc(F)c2)N1c1ccc(Cl)c(Cl)c1 (centres undefined),-32,-2
Cc1ccc(-c2nnc(CCC(=O)N3CCCC3)c(=O)[nH]2)cc1,7,-5
CCNC(=O)c1csc(-c2ccc(OCC)cc2)n1,2,-11
CCCCN1CCN(C(=O)C2CC(=O)N(CCc3ccccc3)C2)CC1 (centres undefined),2,-6
O=S(=O)(Cc1ccccc1Cl)NCC1CCN(Cc2ccsc2)CC1,-14,-10
CC1=CCC(c2cnc(-c3ccccc3)c(C)c2)NC1c1ccccc1 (centres undefined),.,-4
CC(C)(C)C1CCC2(CC1)NC(=O)N(CC(=O)NC1CCCC1)C2=O (centres undefined),1,-2
COc1ccc(CN2CCc3nc(SCc4ccc(F)cc4)[nH]c(=O)c3C2)cc1,17,-4
CC(=O)NC1CCN(Cc2ccccc2Cl)CC1CO (centres undefined),2,-1
COc1ccc(CNC(=O)C2CC(=O)N(CCc3ccccc3)C2)cc1 (centres undefined),-6,-6
O=C(Nc1nnc(-c2cccnc2)s1)c1ccc(Cl)c(Cl)c1,10,-10
CC(=O)c1ccc(OC(=O)c2cc3cc(Br)ccc3oc2=O)cc1,2,6
C/C=C/CSC1=C(C#N)C(c2ccc(Cl)cc2)C(C(C)=O)=C(C)N1 (centres undefined),-18,-2
Cc1cc(N(C)C)nc(NCCNC(=O)c2ccc(Br)o2)n1,-5,-1
CCc1c(O)nc(SCC(=O)N(CC)CC)n(C2CCCCC2)c1=O,0,1
# Other records follow:
SMILES,mHTT CaM bind,Pf apPOL inh
O=C1C(=O)N(CNc2cccc([N+](=O)[O-])c2)c2ccccc21,8,-6
COc1cc(C=C(C#N)c2cccn2C)cc(OC)c1OC,.,-2
NC(=O)C1CCN(c2nc3ccc(-c4cccnc4)nc3s2)CC1,-6,0
COc1ccccc1CC(=O)NCc1ccc(Cl)cc1,-4,-4

# Grouped by structure: those above with a Cl atom (20)
SMILES,mHTT CaM bind,Pf apPOL inh
O=S1(=O)C=CCN1Cc1cn(Cc2cccc(Cl)c2)nn1,-6,-3
Cc1[nH]nc2c1C(c1ccc(Cl)cc1)C1=C(CC(C)(C)CC1=O)N2 (centres undefined),4,-4
CCn1c(CSc2nc(-c3ccc(Cl)cc3)cn2-c2ccc(C)cc2)n[nH]c1=S,.,-1
O=C(C1CCCC1)N1CCCC2(CC(c3cccc(Cl)c3)=CO2)C1 (centres undefined),-3,-6
O=C(CCSCc1ccccc1Cl)NCc1ccc(F)cc1Cl,-31,-8
CCOC(=O)C1C(c2cccc(Cl)c2)C(C(=O)OCC)C(O)(C(F)(F)F)NC1(O)C(F)(F)F (centres undefined),.,-5
COc1cccc(OC)c1OCCOc1cc(Cl)ccc1Cl,-54,-7
Cc1cc2c(=O)n(CC(=O)Nc3cc(Cl)ccc3C)ccc2s1,-3,1
COc1ccc(NC(=O)Cn2nc(C(F)(F)F)c(Cl)c2C)cc1OC,7,-1
O=C(Nc1nnc(-c2ccc(Cl)s2)o1)c1ccc([N+](=O)[O-])s1,0,-8
CC(=O)N1CCc2cc(N3CC(C(=O)Nc4ccccc4Cl)CC3=O)ccc21 (centres undefined),4,-3
O=C(Nc1ccc(Cl)cn1)C1(S(=O)(=O)c2ccc(Cl)cc2)CC1,-16,0
CC1NC2(CCN(C(=O)c3ccc(Cl)cc3)CC2)N(C2CC2)C1=O (centres undefined),-4,0
COc1nc(Nc2cc(Cl)ccc2OC)nc(OC)n1,-3,2
O=C1CSC(c2cccc(F)c2)N1c1ccc(Cl)c(Cl)c1 (centres undefined),-32,-2
O=S(=O)(Cc1ccccc1Cl)NCC1CCN(Cc2ccsc2)CC1,-14,-10
CC(=O)NC1CCN(Cc2ccccc2Cl)CC1CO (centres undefined),2,-1
O=C(Nc1nnc(-c2cccnc2)s1)c1ccc(Cl)c(Cl)c1,10,-10
C/C=C/CSC1=C(C#N)C(c2ccc(Cl)cc2)C(C(C)=O)=C(C)N1 (centres undefined),-18,-2
COc1ccccc1CC(=O)NCc1ccc(Cl)cc1,-4,-4

# Screening data deposited in PubChem by University of Kansas High Throughput Screening Laboratory.
